# Screening data (PubChem)
# Scp-1 inhibitor = inhibitors of human Scp-1 phosphatase; Recombinant Scp1, phosphopeptide, malachite green phosphate absorbance; inhibition, % at 20 µM; hit rate 0.88% among 340,000; AID 493091;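 active means inhibition above about 50% at 20 µM, limit read from the data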;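 further: plate controls were DMSO wells with enzyme for no effect and wells lacking enzyme for full effect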
#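 Test system: SCP-1 phosphatase catalytic domain, residues 76-261 | Compound dosing: One concentration, 20 µM, with 1.0% DMSO | Schedule: 45 min room-temperature reaction, 5 min colour, 30 min stabiliser | Detection: Absorbance at 630 nm | Read-out basis: % inhibition of SCP-1 phosphate liberation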
# STEP block = STEP (human) phosphatase inhibition. hit rate 0.25% among 360,000. recombinant STEP, OMFP fluorogenic substrate, fluorescence. AID 588621. inhibition, % at 20 µM;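 active means inhibition at 20 µM, scaled per plate between control wells, above about 37%, limit read from the data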;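 further: 0% = DMSO with enzyme and substrate and 100% = substrate only without enzyme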
#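 Material: STEP (striatal-enriched tyrosine phosphatase) enzyme, cell-free | Medium: 50 mM Bis-Tris pH 6.0 with 2.5 mM DTT and 0.005% Tween 20 | Read-out: Percent inhibition scaled to no-enzyme and uninhibited-enzyme controls, plate-pattern corrected | Signal: Fluorescence read at 480 nm ex / 540 nm em | Times: 20 min reaction, room temperature, in the dark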
# LMPTP block = LMPTP (human) inhibition. inhibition, % at 20 µM. recombinant LMPTP-A, OMFP fluorogenic substrate, fluorescence intensity. hit rate 0.22% among 360,000;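 active means compounds that cut the enzyme signal by at least half of the control window in the single-dose screen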;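 further: plate controls were DMSO wells with enzyme plus substrate for no effect and substrate without enzyme for full effect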
#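 material = LMPTP-A | quantity = 0.625 nM enzyme | reagent = OMFP substrate, 400 µM final | buffer or medium = Bis-Tris pH 6.0, DTT, detergent | detection = endpoint fluorescence intensity from OMFP dephosphorylation | dosing = single 20 µM dose | read-out basis = % inhibition relative to no-enzyme and uninhibited control wells | control set = no-enzyme and uninhibited controls | timing = 50 min at room temperature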
# MsrA inh = inhibits bovine methionine sulfoxide reductase A | purified bovine MsrA, absorbance read-out | inhibition, % at 15.5 µM | hit rate 0.75% among 360,000; in the data active means inhibition above about 4.5%;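 further: 0% = vehicle wells with enzyme and 100% = reference inhibitor wells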
# SUMO1-SIM PPI = SUMO1-SIM interaction modulation; SUMO1 binding to a labelled peptide, TR-FRET, 1 h; hit rate 0.33% among 360,000; P63165; AID 602429; inhibition, % at 20 µM; in the data active means inhibition above about 37%
# Target sequence (P63165 whole entry, looked up): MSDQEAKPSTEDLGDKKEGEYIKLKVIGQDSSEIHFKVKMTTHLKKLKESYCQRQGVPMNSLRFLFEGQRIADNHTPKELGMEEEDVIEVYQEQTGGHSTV
# DNMT1 block = inhibitors of human DNMT1; DNMT1 molecular beacon, Hinp1I cleavage, fluorescence; inhibition (reported as % activation of signal), % at 10 µM; hit rate 0.83% among 360,000; AID 588458; in the data active means inhibition above about 50%
# Tb MetRS inh = Trypanosoma brucei MetRS inhibition; purified T. brucei MetRS, ATP depletion, Kinase-Glo luminescence; inhibition, % at 11.9 µM; hit rate 0.4% among 360,000;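 active means inhibition above a per-plate cutoff of the control wells' mean inhibition plus 3 SD, cut at about 5.5% in these data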;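 further: 0% = DMSO wells median and 100% = median of wells with control inhibitor compound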
#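 Material – parasite MetRS enzyme · Medium – HEPES-MgCl2-KCl buffer plus DTT, spermine, BSA, pyrophosphatase · Reagent – ATP, methionine and E. coli bulk tRNA substrates · Times – 15 min enzyme-compound preincubation, 2 h reaction, 10 min detection, 25 °C · Measured by – luminescence of leftover ATP · Evaluation – percent inhibition relative to median high and low control wells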
# eLon inh = E. coli protease La inhibition. purified E. coli Lon protease, fluorescence polarization. inhibition, % at 7.94 µM. hit rate 0.42% among 360,000. P0A9M0; in the data active means inhibition above about 13%, passing the limit was not always enough;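 further: 0% = enzyme with probe and DMSO and 100% = no enzyme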
# MsrA act = activators of bovine methionine sulfoxide reductase A; purified bovine MsrA, absorbance read-out; activation, % at 10.6 µM; hit rate 0.3% among 360,000; in the data active means activation above about 7.5%;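 further: 0% = vehicle and 100% = reference activator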
# NRP1-CendR mod = NRP-1/CendR interaction modulation; O14786; FAM-RPARPAR peptide binding to NRP-1, fluorescence polarization; inhibition, % at 25 µM; AID 602438; hit rate 0.85% among 360,000;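 active means inhibition or corrected inhibition above about 18%, plus a signal ratio from 0.5 to 1.5, limit read from the data, passing the limit was not always enough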; further: strong numbers were not always called active
# Target sequence (O14786 whole entry, looked up): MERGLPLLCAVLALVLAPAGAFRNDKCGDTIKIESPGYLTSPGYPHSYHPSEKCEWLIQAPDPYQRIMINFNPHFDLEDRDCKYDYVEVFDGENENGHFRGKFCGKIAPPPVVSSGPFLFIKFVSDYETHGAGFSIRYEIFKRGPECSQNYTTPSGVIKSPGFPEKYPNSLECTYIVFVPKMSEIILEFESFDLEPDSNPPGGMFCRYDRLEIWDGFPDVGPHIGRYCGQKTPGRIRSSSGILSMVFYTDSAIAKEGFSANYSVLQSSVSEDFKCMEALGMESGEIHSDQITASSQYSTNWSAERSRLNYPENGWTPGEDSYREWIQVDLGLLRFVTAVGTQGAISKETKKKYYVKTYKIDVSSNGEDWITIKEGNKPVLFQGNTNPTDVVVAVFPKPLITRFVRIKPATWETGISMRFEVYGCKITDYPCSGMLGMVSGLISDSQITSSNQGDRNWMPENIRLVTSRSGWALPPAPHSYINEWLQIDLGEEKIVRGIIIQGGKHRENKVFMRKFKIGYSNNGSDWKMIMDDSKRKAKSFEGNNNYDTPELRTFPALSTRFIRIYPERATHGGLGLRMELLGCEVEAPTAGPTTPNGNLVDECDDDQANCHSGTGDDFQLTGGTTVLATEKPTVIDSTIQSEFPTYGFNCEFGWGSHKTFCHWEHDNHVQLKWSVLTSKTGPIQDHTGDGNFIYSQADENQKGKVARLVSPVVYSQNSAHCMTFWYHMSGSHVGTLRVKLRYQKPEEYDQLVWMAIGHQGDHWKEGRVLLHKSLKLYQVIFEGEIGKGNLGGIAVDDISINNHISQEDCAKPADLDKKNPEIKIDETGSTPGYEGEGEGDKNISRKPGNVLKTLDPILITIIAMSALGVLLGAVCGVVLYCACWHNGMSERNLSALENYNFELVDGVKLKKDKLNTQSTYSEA
# Active calls of the source: *; x = no result given.
SMILES,Scp-1 inhibitor,STEP block,LMPTP block,MsrA inh,SUMO1-SIM PPI,DNMT1 block,Tb MetRS inh,eLon inh,MsrA act,NRP1-CendR mod
Cc1ccc(CC(=O)Nc2ccc(C(=O)N3CCOCC3)cc2)cc1,-5,0,0.4,-1.1,-3,2,0.1,2,-4,12
Cc1cc(C(=O)N2CCCC(C(=O)c3cccc(C(F)(F)F)c3)C2)n[nH]1 (centres undefined),6,-6,-4.2,0.1,4,4,-0.7,1,-12,-3
CC(Oc1ccc(NC(=O)c2ccco2)cc1)C(=O)N1c2ccccc2CC1C (centres undefined),-5,1,-0.6,0.7,3,-4,0.2,-1,5,3
O=C(COc1ccc(S(=O)(=O)NCCc2ccccc2)cc1)N1CCCC1,-5,0,-1.3,1.0,-1,0,-0.2,-14,-4,1
Cc1cccc(C)c1Nc1nc2ccccc2o1,-8,-4,-1.3,1.5,3,-3,0.3,-6,-2,-6
CC(=O)Nc1ccc(S(=O)(=O)N2CCN(S(=O)(=O)c3ccccc3)CC2)cc1,1,0,5.2,0.7,1,-4,-0.2,-11,0,1
COc1ccccc1CC(=O)Nc1ccc(C(=O)N2CCCCC2)cc1,-10,-2,1.3,-1.6,5,0,-0.3,-5,-4,9
COc1ccc(CC(=O)NNS(=O)(=O)c2ccc([N+](=O)[O-])cc2)cc1OC,10,0,-0.7,-1.1,-26,-2,-0.6,0,-3,6
CC(=O)c1c(C)oc2ccc(N(C(C)=O)S(=O)(=O)c3ccc(F)cc3C)cc12,-9,3,-0.6,-0.9,-2,0,-0.2,0,-5,16
O=C(c1ccc2c(c1)OCO2)N1CCN(S(=O)(=O)c2ccc(Cl)cc2)CC1,-5,1,-0.8,0.5,2,0,-0.2,0,1,-7
NC(=O)NNc1ncc(C(F)(F)F)cc1Cl,-3,-1,-0.9,0.2,-1,3,-0.1,-3,-3,8
O=C(CSc1nc2c(c(=O)n1-c1ccc(F)cc1)SCC2)N1CCCC1,-2,-5,-0.8,x,-9,2,-0.1,-4,-3,-5
CC1CCCN(C(=O)C2CCN(C(=O)Nc3ccccc3)CC2)C1 (centres undefined),-5,0,-2.7,-0.3,6,4,0.0,-9,-5,21
S=C1NC2(CCCCC2)N=C1c1ccccc1,-5,2,-0.6,1.0,-1,11,-0.3,-7,0,3
CC(C)(C)OC(=O)COc1cc(O)c2c(=O)cc(-c3ccccc3)oc2c1,-8,5,1.8,-0.4,3,2,-0.3,-7,-4,9
CCOc1ccc(N(CC(=O)NCCc2ccc(F)cc2)S(=O)(=O)c2ccccc2)cc1,-12,0,0.7,0.1,-2,1,-0.4,-7,-2,2
Cc1c(N2C(=O)C(=O)/C(=C(/O)c3ccc(Cl)cc3)C2c2ccccc2)c(=O)n(-c2ccccc2)n1C (centres undefined),-5,-2,-2.8,2.2,-3,0,0.0,12,-3,-10
CN1CCN(C2=Nc3c(Cl)cc(Cl)c4cccc2c34)CC1,-19,0,0.5,-0.1,-28,2,-0.1,12,-4,-53
COc1ccc(Nc2ncc(F)c(N3CCOCC3)n2)cc1,-9,-2,0.0,1.4,0,-1,-0.7,-10,-6,18
COc1ccc(-c2nnc(SCC(=O)NC3CC3)o2)c(OC)c1,-4,8,-0.5,-1.0,1,3,-0.5,4,-3,8
CC(C)(C)NC(=O)CN(Cc1cccs1)C(=O)CNS(=O)(=O)c1ccccc1,0,0,-1.6,0.0,2,-3,-1.0,-9,1,-14
O=C(O)c1ccccc1Sc1ccccc1S(=O)(=O)NC1CCCCC1,-2,1,1.5,-0.5,-4,1,0.5,-6,0,4
CC(Nc1c([N+](=O)[O-])c(=O)oc2ccccc12)C(Cl)c1ccccc1 (centres undefined),-2,1,-2.5,2.0,-14,16,-0.3,-6,-6,24
COc1cccc(CNC(=O)Cn2cc3c(n2)CCCCC3)c1,0,-1,-0.7,0.0,5,1,-0.6,-9,-3,4
CC(=O)Nc1ccc(C(=O)COC(=O)c2nc3nc(C)cc(C)n3n2)cc1,-1,3,3.7,0.6,12,-14,0.0,-6,0,-5

# Record cards (already shown). Screens in order: Scp-1 inhibitor | STEP block | LMPTP block | MsrA inh | SUMO1-SIM PPI | DNMT1 block | Tb MetRS inh | eLon inh | MsrA act | NRP1-CendR mod
# O=C(c1ccc2c(c1)OCO2)N1CCN(S(=O)(=O)c2ccc(Cl)cc2)CC1 is entered as -5 | 1 | -0.8 | 0.5 | 2 | 0 | -0.2 | 0 | 1 | -7
# CC(=O)c1c(C)oc2ccc(N(C(C)=O)S(=O)(=O)c3ccc(F)cc3C)cc12 is entered as -9 | 3 | -0.6 | -0.9 | -2 | 0 | -0.2 | 0 | -5 | 16
# CC(C)(C)NC(=O)CN(Cc1cccs1)C(=O)CNS(=O)(=O)c1ccccc1 is entered as 0 | 0 | -1.6 | 0.0 | 2 | -3 | -1.0 | -9 | 1 | -14
# Cc1cccc(C)c1Nc1nc2ccccc2o1 is entered as -8 | -4 | -1.3 | 1.5 | 3 | -3 | 0.3 | -6 | -2 | -6
# CC(=O)Nc1ccc(C(=O)COC(=O)c2nc3nc(C)cc(C)n3n2)cc1 is entered as -1 | 3 | 3.7 | 0.6 | 12 | -14 | 0.0 | -6 | 0 | -5

# Next entries follow:
SMILES,Scp-1 inhibitor,STEP block,LMPTP block,MsrA inh,SUMO1-SIM PPI,DNMT1 block,Tb MetRS inh,eLon inh,MsrA act,NRP1-CendR mod
CC(C)N1CCc2c(sc(NC(=O)CCS(=O)(=O)c3ccccc3)c2C(N)=O)C1,-2,-2,-1.4,-1.2,-5,-1,-0.1,-8,-2,25*
CCOc1ccc(S(=O)(=O)Nc2ncn[nH]2)cc1,-4,1,-1.5,1.6,4,1,-0.5,1,-3,18
COc1cc2nc(CN(C)CC(=O)Nc3ccc(N4CCOCC4)cc3)[nH]c(=O)c2cc1OC,-4,3,2.5,-1.8,11,-2,-0.9,3,-2,-4
Cc1sc2c(c1C)CN(CCN1CCOCC1)CN2C(=O)c1ccccc1,-13,-2,-1.8,0.1,-3,2,-0.2,10,1,10
NS(=O)(=O)c1ccc(N=Cc2ccc(Br)s2)cc1,-8,2,-2.3,0.0,-5,6,-0.6,11,-8,11
CC(C)Sc1cc(Cl)nc(NC(=O)Nc2ccccc2)n1,0,0,0.2,0.5,7,1,0.0,4,-8,3
CCOC(=O)C1=CCC2C(=O)N(Cc3ccccc3)C(=O)C12 (centres undefined),x,0,-1.0,-0.6,0,-3,0.0,-1,-3,8
O=C(CSc1nnc(NC(=O)c2cc(Br)ccc2Cl)s1)NCC1CCCO1 (centres undefined),-8,-2,-1.6,0.8,3,3,-0.1,-3,-5,-6
CC(C)CNC(=O)CC(=O)N/N=C/c1ccc(F)cc1,1,-6,-1.3,0.7,4,0,0.0,-3,-4,-2
COc1cc(SC)ccc1C(=O)NCCCOC(C)C,0,0,-1.3,-0.9,1,-1,-0.1,-9,-1,-7
Fc1ccc(CNC(=S)NC2CCCCCC2)cc1,2,-4,-0.1,0.6,1,2,-0.1,-2,1,-24
COc1ccc(C(=O)Nc2ccc(S(=O)(=O)N3CCCCC3)cc2)cc1OC,-7,-1,-0.2,-0.6,13,-3,-0.2,-8,-4,4
O=C(CN1CCCCCC1)Nc1cccc2c1OCO2,-1,-4,-0.1,0.2,-1,1,0.5,-6,-2,-3
O=C(CNC(=O)c1cccs1)N/N=C/c1ccccc1[N+](=O)[O-],-5,0,-0.1,0.9,-30,2,-0.8,10,-5,-1
COc1cccc(/C=C/C(=O)OCC(=O)NCCC2=CCCCC2)c1OC,-7,-2,-0.1,-0.2,3,-4,-0.2,-7,-3,-3
CCCS(=O)(=O)N1CCc2ccc(NC(=O)C3CCCO3)cc2C1 (centres undefined),-7,0,1.2,-0.1,2,0,-0.1,2,-2,9
Cn1nc(C(=O)O)c(=O)n(C)c1=O,-5,4,-0.8,0.5,1,0,-0.1,-5,-3,-14
CCN(C(=O)COC(=O)C1CCN(S(=O)(=O)c2ccc(C)c(C)c2)CC1)C1CCS(=O)(=O)C1 (centres undefined),9,-6,-0.1,2.0,1,-1,-0.4,-9,1,8
COc1ccc2c(c1)[nH]c1c(=O)n(/N=C/C3C(C)C=C(C)CC3C)c(=O)[nH]c12 (centres undefined),-3,2,-2.3,-0.6,-6,35,-0.4,-6,-7,3
Cc1ccc(C)n1C1CCS(=O)(=O)C1 (centres undefined),-3,-1,-2.2,0.1,-1,-1,-0.3,-15,-6,-6
O=C(CCN1C(=O)c2ccccc2S1(=O)=O)Nc1ccccc1,-4,0,-0.1,-0.7,1,2,-0.7,2,-2,2
COCCOC(=O)/C(=C\c1cc(C(C)(C)C)c(O)c(C(C)(C)C)c1)C(C)=O,-8,-1,0.0,1.7,-3,-1,-0.7,-37,-7,0
CCCCNC(=O)c1onc(CSc2ccncc2)c1C(=O)NCCCC,-3,-2,-0.6,-0.6,0,7,0.3,-6,-2,11
Cc1cc(NS(=O)(=O)c2ccc(N)cc2)no1,1,-2,-1.3,-0.8,3,4,-1.0,x,-4,1
COc1ccc(/C=N/NC(=O)CSCC(=O)Nc2ccccc2)cc1OC,-8,-3,-1.7,1.7,-7,-1,-0.5,-10,0,-19
COc1ccc(NC(=O)COc2ccc3oc(=O)cc(C)c3c2)cc1,4,0,-0.9,0.9,5,7,0.1,5,-9,1
CC(C)(C)N1C(=O)c2ccccc2NC(=O)C1C(=O)NCCc1ccccc1F (centres undefined),x,x,-2.2,0.4,-2,x,-0.6,x,x,-19
O=C(Nc1ccc(-n2cccn2)cc1)C1CCCCN1Cc1cccc2cccnc12 (centres undefined),-5,-3,-0.2,1.0,2,-6,-0.3,0,-1,4

# 4 entries from above, with the structure last.
Scp-1 inhibitor | STEP block | LMPTP block | MsrA inh | SUMO1-SIM PPI | DNMT1 block | Tb MetRS inh | eLon inh | MsrA act | NRP1-CendR mod | mol
-9 | 3 | -0.6 | -0.9 | -2 | 0 | -0.2 | 0 | -5 | 16 | CC(=O)c1c(C)oc2ccc(N(C(C)=O)S(=O)(=O)c3ccc(F)cc3C)cc12
-7 | 0 | 1.2 | -0.1 | 2 | 0 | -0.1 | 2 | -2 | 9 | CCCS(=O)(=O)N1CCc2ccc(NC(=O)C3CCCO3)cc2C1 (centres undefined)
0 | 0 | 0.2 | 0.5 | 7 | 1 | 0.0 | 4 | -8 | 3 | CC(C)Sc1cc(Cl)nc(NC(=O)Nc2ccccc2)n1
-10 | -2 | 1.3 | -1.6 | 5 | 0 | -0.3 | -5 | -4 | 9 | COc1ccccc1CC(=O)Nc1ccc(C(=O)N2CCCCC2)cc1
